# Tb MetRS inh – Trypanosoma brucei MetRS inhibition. inhibition, % at 11.9 µM. AID 624268. actives 0.4% (n = 360,000). purified T. brucei MetRS, ATP depletion, Kinase-Glo luminescence;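 active = inhibition above a per-plate cutoff of the control wells' mean inhibition plus 3 SD, cut at about 5.5% in these data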;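 also: 0% = DMSO wells median and 100% = median of wells with control inhibitor compound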
#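 Dosing: 11.9 µM compound single dose, 0.9% DMSO; Assay system: purified T. brucei MetRS enzyme; Measured by: Kinase-Glo luciferase luminescence reporting remaining unconsumed ATP; Schedule: 15 min plus 2 h at 25 °C.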
# SUMO1 PPI mod – alters human SUMO1 binding to SIM partners | P63165 | SUMO1 binding to a labelled peptide, TR-FRET, 1 h | inhibition, % at 20 µM | actives 0.33% (n = 360,000); in the data active = inhibition above about 37%
# Target sequence (P63165 whole entry, looked up): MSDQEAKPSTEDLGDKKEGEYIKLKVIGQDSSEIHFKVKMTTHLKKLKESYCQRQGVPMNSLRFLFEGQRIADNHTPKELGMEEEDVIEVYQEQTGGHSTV
# Rpn11 inh – inhibitors of human proteasome Rpn11 | actives 0.59% (n = 360,000) | AID 588493 | human 26S proteasome, Ub4-pepOG fluorescence polarization; 20S core pre-blocked with epoxomicin | O00487 | calls only at 20 µM;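 active = inhibition at 20 µM, scaled to each plate's controls, above about 33%, limit read from the data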
# STEP inh – inhibitors of human striatal-enriched phosphatase STEP; inhibition, % at 20 µM; recombinant STEP, OMFP fluorogenic substrate, fluorescence; actives 0.25% (n = 360,000); P54829;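 active = inhibition at 20 µM, scaled per plate between control wells, above about 37%, limit read from the data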;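 also: 0% = DMSO with enzyme and substrate and 100% = substrate only without enzyme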
#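 Material: STEP (striatal-enriched tyrosine phosphatase) enzyme, cell-free; Compound dosing: 20 µM single dose in 1% DMSO; Technique: fluorescence read at 480 nm ex / 540 nm em; Times: reaction 20 min, ambient temperature; Medium: 50 mM Bis-Tris pH 6.0 with 2.5 mM DTT and 0.005% Tween 20; Also added: OMFP at 25 µM.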
# CSN deneddyl inh – blocks human CSN-mediated cullin deneddylation. Q92905. Purified CSN, SCF-Nedd8-OG deneddylation, fluorescence polarization. inhibition, % at 12.5 µM. actives 0.38% (n = 360,000). AID 651999;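 active = pattern-corrected inhibition above about 35%, with an unprinted fluorescence ratio check between 0.5 and 1.5, limit read from the data, passing the limit was not always enough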;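 also: 0% = enzyme with substrate and 100% = substrate without enzyme; some results filed as inactive read as strong as hits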
# Target sequence (Q92905 whole entry, looked up, one chain of several): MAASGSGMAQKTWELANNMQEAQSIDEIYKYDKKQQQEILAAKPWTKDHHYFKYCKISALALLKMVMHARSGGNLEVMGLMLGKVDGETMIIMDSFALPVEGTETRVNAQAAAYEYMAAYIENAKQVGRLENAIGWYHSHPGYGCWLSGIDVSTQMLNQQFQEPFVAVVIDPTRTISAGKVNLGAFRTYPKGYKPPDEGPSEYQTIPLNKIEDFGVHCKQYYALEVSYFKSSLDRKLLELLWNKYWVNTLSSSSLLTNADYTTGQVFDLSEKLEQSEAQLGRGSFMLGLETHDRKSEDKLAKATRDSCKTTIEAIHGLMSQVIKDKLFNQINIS
#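 Schedule: reaction 90 min, room temperature / Assay system: HEK293T-derived human Csn5 enzyme / Input: Csn5 at 0.24 nM final / Measure: inhibition of Csn5 cleavage, % / Control set: substrate-only high control, full reaction low control / Technique: fluorescence polarization of the substrate / Buffer or medium: Tris/NaCl/DTT buffer, pH 7.5 / Reagent: SCFSkp2-Nedd8OG substrate at 10 nM final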
# DNMT1 block – DNMT1 (human) enzyme inhibition; actives 0.83% (n = 360,000); DNMT1 molecular beacon, Hinp1I cleavage, fluorescence; P26358; inhibition (reported as % activation of signal), % at 10 µM; in the data active = inhibition above about 50%
# LMPTP block – LMPTP (human) inhibition. recombinant LMPTP-A, OMFP fluorogenic substrate, fluorescence intensity. inhibition, % at 20 µM. actives 0.22% (n = 360,000). AID 651560;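 active = compounds that cut the enzyme signal by at least half of the control window in the single-dose screen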;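 also: plate controls were DMSO wells with enzyme plus substrate for no effect and substrate without enzyme for full effect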
#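 material = LMPTP-A | quantity = 0.625 nM enzyme | reagent = OMFP substrate, 400 µM final | buffer or medium = Bis-Tris pH 6.0, DTT, detergent | detection = endpoint fluorescence intensity from OMFP dephosphorylation | dosing = single 20 µM dose | read-out basis = % inhibition relative to no-enzyme and uninhibited control wells | control set = no-enzyme and uninhibited controls | timing = 50 min at room temperature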
# Scp-1 inhibitor – inhibitors of human Scp-1 phosphatase | Q9GZU7 | Recombinant Scp1, phosphopeptide, malachite green phosphate absorbance | inhibition, % at 20 µM | actives 0.88% (n = 340,000) | AID 493091;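 active = inhibition above about 50% at 20 µM, limit read from the data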;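 also: plate controls were DMSO wells with enzyme for no effect and wells lacking enzyme for full effect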
#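 Test system: SCP-1 catalytic domain; Buffer or medium: Acidic Tris acetate buffer with magnesium and detergent; Also added: Phosphorylated 17-residue peptide substrate; Compound: single 20 µM dose, 1% DMSO; Schedule: enzyme reaction 45 min at room temperature, colour 5 min, stabilisation 30 min; Signal: Phosphate-binding colour reagent, absorbance read at 630 nm.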
# MLLE-PAM2 inh – blocks PAM2 peptide binding to the PABP1 MLLE domain; GST-MLLE / FITC-PAM2 fluorescence polarization; inhibition, % at 20 µM; actives 0.36% (n = 360,000); AID 588489; in the data active = inhibition above about 35%, passing the limit was not always enough;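 also: plate controls were DMSO wells with GST-MLLE for no effect and wells lacking GST-MLLE protein for full effect; some results filed as inactive read as strong as hits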
# Target sequence (P11940 whole entry, looked up, the tested form may be a part): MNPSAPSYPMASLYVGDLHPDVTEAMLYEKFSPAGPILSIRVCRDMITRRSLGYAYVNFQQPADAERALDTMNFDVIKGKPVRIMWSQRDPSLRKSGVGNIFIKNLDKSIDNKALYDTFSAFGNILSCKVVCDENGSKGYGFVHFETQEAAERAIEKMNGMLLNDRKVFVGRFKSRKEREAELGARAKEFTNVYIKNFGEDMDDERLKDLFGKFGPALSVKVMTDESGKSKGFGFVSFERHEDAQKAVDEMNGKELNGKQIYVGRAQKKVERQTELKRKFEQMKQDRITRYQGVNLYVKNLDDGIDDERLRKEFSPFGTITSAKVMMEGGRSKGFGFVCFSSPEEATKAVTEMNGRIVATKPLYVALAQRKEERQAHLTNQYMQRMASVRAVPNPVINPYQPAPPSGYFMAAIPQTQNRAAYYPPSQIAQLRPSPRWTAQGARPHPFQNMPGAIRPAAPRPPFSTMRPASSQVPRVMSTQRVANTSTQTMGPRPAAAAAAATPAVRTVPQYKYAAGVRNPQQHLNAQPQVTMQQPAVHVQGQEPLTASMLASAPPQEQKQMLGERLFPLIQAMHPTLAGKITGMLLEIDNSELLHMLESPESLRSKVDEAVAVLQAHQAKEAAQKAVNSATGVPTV
# NadD block – blocks S. aureus nicotinate mononucleotide adenylyltransferase | actives 0.78% (n = 360,000) | AID 602399 | purified NadD enzyme, colorimetric absorbance read-out | inhibition, % at 20 µM; in the data active = inhibition above about 26%; also: some compounds past the cut are filed as inactive
# * hit, by the source's call; i = inactive; x = no result given.
Scp-1 inhibitor,LMPTP block,STEP inh,SUMO1 PPI mod,MLLE-PAM2 inh,Rpn11 inh,CSN deneddyl inh,Tb MetRS inh,NadD block,DNMT1 block,Molecule
-4,1.5,-1,-8,-2,i,1,-0.6,-1,23,O=C(O)CC12CC3CC(C1)CC(n1ncc(NCC4CCCO4)c(Cl)c1=O)(C3)C2 (stereo not drawn)
35,1.3,13,9,2,i,-2,0.4,4,12,CC(=O)N1CCc2cc(Br)cc(S(=O)(=O)N3CCC(C(=O)O)CC3)c21
-3,0.4,3,1,-108,i,3,-0.2,2,1,CC1CCCCN1C(=S)NCCc1ccccc1 (stereo not drawn)
4,-1.5,-2,-2,-3,i,-3,-0.6,-6,0,C/C(=N/NC(=O)CCc1ccccc1)c1ccco1
-6,-0.9,1,-9,3,i,2,1.5,0,2,CCCN(CCC)Cc1c(C(=O)N/N=C/c2ccco2)nnn1-c1nonc1N
-8,-2.0,2,0,-9,i,2,-0.4,-1,1,CC(C)C(C)(C#N)NC(=O)CSc1nnc(-c2ccncc2)n1Cc1ccccc1 (stereo not drawn)
-17,0.6,28,0,19,i,7,0.2,-7,-10,Cc1ccccc1NC(=S)C1=C(O)c2sccc2N(C)S1(=O)=O
1,1.4,-4,-2,5,i,-1,0.0,0,1,O=C(CCc1nc(-c2ccccc2Cl)no1)NC1CCCC1
-1,-1.7,1,0,18,i,-4,-0.7,-2,2,COCCNCC#CCOc1ccc(OC)cc1
-8,1.7,-1,-2,2,i,4,-1.0,6,26,COc1ccc(CC(=O)Nc2ccc(-c3noc(COc4ccccc4C)n3)cc2)cc1
x,0.9,3,-1,2,i,1,-0.3,-4,6,Cc1c(Br)cccc1NC(=O)C1(C)CCN1CCc1ccccc1 (stereo not drawn)
-7,0.2,1,-2,-2,i,4,0.0,1,0,COc1ccccc1OCCNC(=O)c1ccccc1C
-5,0.2,0,-3,3,i,3,-0.3,3,-2,O=C(CC1CCCC1)NCCS(=O)(=O)N1CCN(c2ccccc2F)CC1
-7,0.0,-3,-14,22,i,-16,0.1,1,0,O=C(NC(=S)Nc1ccccc1N1CCOCC1)c1ccc([N+](=O)[O-])cc1
4,-0.1,1,-3,3,i,-4,-0.9,1,-2,COCCCN1C(=O)C(=O)/C(=C(/O)c2ccc3c(c2)CC(C)O3)C1c1cccnc1 (stereo not drawn)
-6,0.2,-3,2,-3,i,-4,-0.7,2,-2,COCCNc1nc2c(c(=O)n(Cc3ccc(OC)cc3)c(=O)n2C)n1C
5,0.6,2,-1,-2,i,-4,-1.1,-5,-1,CCCN(CCC)c1nc2ccccc2n2c(C)nnc12
-6,-8.1,1,-3,0,i,-8,-0.4,4,1,Cc1ccc(-c2nn(-c3ccc(F)cc3)cc2C(=O)NC2CCC(O)CC2)cc1 (stereo not drawn)
-4,-0.9,2,-2,-2,i,-5,-1.1,-8,3,CC(=O)c1c(C)[nH]c(C(=O)N2CCN(c3ncccn3)CC2)c1C
x,-0.4,-3,2,-6,i,7,-0.4,2,-5,COc1ccc(Cl)c(-c2cc(C(=O)Nc3ccc(C)c(NS(C)(=O)=O)c3)[nH]n2)c1
-7,-1.1,-6,1,-2,i,1,-1.5,-4,2,O=C(Oc1cccc(C(=O)N2CCOCC2)c1)c1ccc(Br)cc1
1,0.4,-1,-18,-3,i,-6,-0.2,6,1,O=C(c1ccc(Cl)cc1[N+](=O)[O-])N1CCc2ccccc2C1
-4,-0.8,2,4,20,i,-3,0.1,9,-1,Cc1c(NC(=S)NC(=O)c2cccc(Cl)c2)c(=O)n(-c2ccccc2)n1C
-1,-2.2,-2,-8,13,i,1,-0.4,-6,2,N#CCCN(C(=O)Cn1nc(C(=O)O)c2ccccc2c1=O)c1ccccc1
41,-2.2,-3,-1,5,i,3,-0.3,-1,2,C=CCC(NC(=O)Cc1ccccc1)C(=O)NCCC (stereo not drawn)
-11,3.7,1,8,2,i,-8,0.3,4,-4,Cc1onc(-c2c(Cl)cccc2Cl)c1COC(=O)c1ccc(Cl)cc1
3,-0.6,-6,-3,13,i,1,-0.8,-5,3,COc1cc(NC(=O)C2CC2C)c(C(=O)O)cc1OC (stereo not drawn)
-4,4.5,7,12,-3,i,2,1.0,-6,-2,CCc1ccc(CNC(=O)c2cc3c(C)nc4ccccc4c3o2)cc1
-2,-3.2,3,0,12,i,-2,0.8,-1,2,CCN1CCN(C(C)C(=O)NC2CCCCC2)CC1 (stereo not drawn)
-10,2.8,-3,4,0,i,-3,25*,-4,-7,Cn1nc(C(F)(F)F)c(-c2ccc(Br)cc2)c1NC(=O)Nc1ccc(F)cc1F
-2,0.3,0,-2,12,i,1,-0.6,-4,1,O=C(COc1ccc2c(c1)CCC2)N1CCN(c2ccccc2F)CC1
-5,2.2,12,3,-18,i,-2,6.5*,-4,-1,O=C(Nc1ccc(Br)cc1)c1cccc(-n2cnnn2)c1
6,-1.1,-1,4,-9,i,1,-0.2,-1,6,CC(C(=O)NC1CCCCC1)N1CCN(S(=O)(=O)c2cccs2)CC1 (stereo not drawn)
-1,1.4,0,-6,9,i,2,-1.7,-4,0,CC(C)(C)C(=O)N(Cc1ccc(Cl)cc1)c1cnccn1
12,-0.9,-2,-2,-10,i,-2,-0.6,2,-1,Cc1cc(=O)oc2c(C)c(OCC(=O)N3CC[C@@]4(O)CCCC[C@H]4C3)ccc12
-13,2.1,-1,-4,10,i,-6,-0.6,-13,-3,COC(=O)c1cc2c(ccn2-c2ccc(F)cc2)n1CC(=O)C(C)(C)C
9,-0.5,-2,2,5,i,0,0.6,3,0,COc1ccc(S(=O)(=O)NC2(C(F)(F)F)N=C(c3ccccc3)NC2=O)cc1 (stereo not drawn)
-5,-2.2,-2,5,4,i,-6,-0.5,-4,4,O=C(c1ccco1)N1CCN(C(=O)c2cnn(-c3cccc(F)c3)c2C2CCNCC2)CC1
-8,-1.1,-3,4,6,i,6,0.5,0,130*,CCN(C(=O)Cn1c(=O)n(-c2cc(OC)c(OC)c(OC)c2)c(=O)c2ccccc21)c1cccc(C)c1
-7,1.2,1,-3,4,i,1,-0.3,-6,0,CC(C)[C@H](NC(=O)c1ccc(C(C)(C)C)cc1)C(=O)N1CCN(Cc2ccc3c(c2)OCO3)CC1
-12,-1.4,-3,-5,30,i,-4,-0.3,0,1,CC(=O)Nc1ccc(SCC(=O)N(C)CC(=O)Nc2ccccc2Cl)cc1
0,0.2,1,2,-5,i,-1,0.0,-3,0,CN(c1ccccc1)S(=O)(=O)c1cccc(C(=O)NC2CCCC2)c1
-6,-0.9,0,0,2,i,-3,0.0,5,0,OC[C@H]1O[C@@H](Oc2ccc(O)cc2)[C@H](O)[C@@H](O)[C@@H]1O
-5,-0.6,-1,0,0,i,-4,-0.1,-5,-1,COC(=O)c1sc(NC(=O)C(C)C)c(C(=O)OC)c1C
-1,-0.3,-3,-1,-14,i,-1,-0.3,-1,-3,CN(C)CCN(C(=O)C1CCN(S(=O)(=O)c2cccs2)CC1)c1nc2ccc(F)cc2s1
-6,0.7,1,-18,10,i,2,0.0,4,-2,Cc1ccc2nc(=O)c(NNc3ccccc3)cnc2c1
-7,1.6,1,-6,-1,i,2,-0.7,-8,3,CCCCN(c1ccccc1)c1ncnc(N)c1[N+](=O)[O-]
15,1.4,3,2,0,i,0,-0.5,0,6,CC(C)[C@H](NC(=O)c1ccccc1Cl)C(=O)OCC(=O)NC(=O)NCc1ccco1
-1,9.5,-2,2,6,i,4,-1.3,34*,-16,O=C(Nc1ccc(Oc2ccc3c(c2)C(=O)N(c2ccc(O)cc2)C3=O)cc1)c1cccs1
-8,3.2,5,16,12,i,6,0.6,5,10,Cc1c(CCC(=O)NCCCCCC(=O)O)c(=O)oc2cc3occ(-c4ccccc4)c3cc12
-4,-1.0,1,0,-7,i,-7,-0.1,-2,1,CCOc1ncccc1C(=O)OCC(=O)c1ccccc1
0,0.9,3,-22,12,i,0,0.0,8,-2,O=C1C(=O)c2ccccc2C(O)=C1c1cccc([N+](=O)[O-])c1
-12,1.0,-1,5,-10,i,0,-0.2,-4,2,O=S(=O)(c1cccc(COc2c(Cl)cccc2Cl)c1)N1CCOCC1
3,-0.7,0,3,10,i,5,-0.9,-5,1,Nc1nc(SCc2ccc(Cl)cc2Cl)n[nH]1
x,-0.6,x,-2,x,x,0,-1.0,-8,x,C=CCC[C@H](CCCCC)OC(=O)/C=C/[C@H](O)[C@@H](O)C[C@H](O)CC=C
2,-2.3,-3,-28,-4,i,2,-0.2,6,4,C/C=C/C(=O)Nc1cccc(C2=NOC3(C2)C[C@@H](C(N)=O)N(C(=O)c2cc([N+](=O)[O-])cc([N+](=O)[O-])c2C)C3)c1 (stereo partly drawn)
-13,-1.2,-3,-3,6,i,-4,-0.8,-3,1,CC(C)c1c(C(=O)N/N=C/c2ccncc2)nnn1-c1nonc1N
-1,1.9,-1,0,-1,i,-4,0.1,3,1,NC(=O)c1ccc(=O)n(Cc2ccc(Cl)cc2Cl)c1
-1,1.9,1,5,-1,i,1,-0.7,15,-9,Cc1ccc(NC(=O)c2cc(NC(=O)c3ccco3)ccc2N2CCOCC2)cc1Cl

# Only CSN deneddyl inh, Rpn11 inh and Scp-1 inhibitor, for 2 of the compounds above:
compound | CSN deneddyl inh | Rpn11 inh | Scp-1 inhibitor
Cc1cc(=O)oc2c(C)c(OCC(=O)N3CC[C@@]4(O)CCCC[C@H]4C3)ccc12 | -2 | i | 12
COC(=O)c1cc2c(ccn2-c2ccc(F)cc2)n1CC(=O)C(C)(C)C | -6 | i | -13

# Reprinted from the entries so far, two compounds:
Scp-1 inhibitor,LMPTP block,STEP inh,SUMO1 PPI mod,MLLE-PAM2 inh,Rpn11 inh,CSN deneddyl inh,Tb MetRS inh,NadD block,DNMT1 block,Molecule
-1,1.9,-1,0,-1,i,-4,0.1,3,1,NC(=O)c1ccc(=O)n(Cc2ccc(Cl)cc2Cl)c1
-1,1.9,1,5,-1,i,1,-0.7,15,-9,Cc1ccc(NC(=O)c2cc(NC(=O)c3ccco3)ccc2N2CCOCC2)cc1Cl

# Bioassay records (PubChem)
